PI4K2A inh = blocks human PI4K2A kinase activity; purified PI4K2A, ADP-Glo luminescence, 1 h; active compounds read low; activity change, negative = inhibition, % at 76.9 µM; 420,000 compounds, 0.13% hits; AID 1346378; in the data active = activity change below about -50%; inconclusive = mostly about -30% to -49%;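 also: -100% = wells without enzyme as full effect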
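ADP-Glo luminescence measured ADP generated by PI4K2A enzyme (4 ug/mL before mixing) with 1.2 mM PI substrate (pre-mix) and 300 microM ATP (pre-mix). Tris pH7.5 buffer with MgCl2, Triton X-100; 1 h reaction at ambient temperature.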
GLS inhibitor = inhibitors of human glutaminase (GLS); O94925; GLS enzymatic activity, qHTS titration; Potency, µM (doses to about 45.5 µM), for inactives: top-dose activity change, negative = inhibition, usual class: inhibitors; 410,000 compounds, 0.21% hits; also: potency is read from the fitted curve at half-maximal effect; % is scaled to controls: 0 for no effect and ±100 for the full control effect
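hKGA in 45 mM KH2PO4 pH 8.2, 0.02% Tween-20 with pin-transferred compounds; 1 mM L-glutamine (stock) plus glutamate oxidase/HRP/Amplex Red coupling added. Fluorescence read initially and after 30 min at RT.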
G9a block = blocks human histone lysine methyltransferase G9a. Q96KQ7. G9a H3K9 monomethylation, AlphaScreen, 2 h. Potency, µM (doses to about 102 µM), for inactives: at the highest dose activity, negative = inhibition, usual class: inhibitors. 350,000 compounds, 8.8% hits. AID 504332; also: potency is read from the fitted curve at half-maximal effect; % is scaled to controls: 0 for no effect and ±100 for the full control effect; nearly all actives have a fitted effect of over 75% in size
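Quantitative HTS format: methyltransferase activity on a biotin-tagged H3K9 peptide is measured by AlphaScreen, using a rabbit anti-monomethyl-H3K9 antibody with streptavidin donor and anti-IgG acceptor beads. Final levels are 20 nM enzyme, 500 nM peptide, 20 uM SAM; 2 h RT.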
ERG Ets-DNA blk = inhibitors of human ERG Ets domain-DNA interaction; fluorescence polarization, His-ERG Ets domain / labelled DNA; Potency, µM (highest dose often 76.9 µM), for the others: at the highest dose FP activity, negative = inhibition, hits mostly inhibitors; 370,000 compounds, 0.028% hits; active = well fitted inhibition curve with a large enough effect in the polarisation, with a control signal flat; inconclusive = small, poorly fitted or top-dose-only effect, or effect the other way, or a change in a side signal; inactive = no such curve, though single readings can be large or run the other way; the % refers to the polarisation;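 also: polarization taken with two DNA probes labelled with fluorescein and Texas red; potency is read from the fitted curve at half-maximal effect; % of control where 0% means no effect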
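His-tagged ERG Ets domain (1 uM in the protein solution; 300mM KCl, 50mM Tris-HCl, 1mM EDTA, 1mM DTT, pH 7.5) received compound, then a probe mix of 5 nM fluorescein-DNA and 100nM Texas-615-DNA. Fluorescence polarization was read for both dyes.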
RGS4 inhibitor = inhibitors of human regulator of G protein signaling 4 | P49798 | Transcreener GDP fluorescence polarization, RGS4-accelerated GTP hydrolysis | Potency, µM (series often up to 114 µM), without a hit: at the top dose activity change, negative = inhibition, actives largely listed as inhibitors | 390,000 compounds, 0.039% hits | AID 504845; also: potency is read from the fitted curve at half-maximal effect; % is scaled to controls: 0 for no effect and ±100 for the full control effect; nearly all actives have a fitted effect of over 75% in size; some results filed as inactive show a strong effect at the top dose
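MLSMR compounds (23 nl, pin-transferred) preincubated 10 min at room temperature with a 500nM (2x) first reagent, then RGS4 at 900nM (2x) plus Transcreener GDP mix added; fluorescence polarization (620/688 nm) read before and after 90 min at 30 °C.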
HP1b binding inh = blocks HP1-beta chromodomain binding to methylated histone tails. AlphaScreen HP1-beta / biotin-H3K9me3 peptide binding. 390,000 compounds, 0.56% hits. AID 540317. Potency, µM (series often up to 114 µM), inactives show at the highest dose activity change, negative = inhibition, actives largely listed as inhibitors. P83916; also: potency is read from the fitted curve at half-maximal effect; nearly all actives have a fitted effect of over 70% in size; inactives centre near 23
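HP1-beta protein (50 nM final) preincubated 30 min at room temperature with biotinylated H3(1-18)K9me3 peptide (50 nM) in PBS pH 7.4, 0.01% Tween-20, then compound added for 30 min. AlphaScreen streptavidin donor/nickel chelate acceptor beads (10 ug/mL final), 30 min dark, luminescence read.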
12-LOX inh = ALOX12 (human) lipoxygenase inhibition; P18054; purified 12hLO, xylenol orange hydroperoxide absorbance; Potency, µM (titrated, usually from 108 µM), for the others: at the highest dose activity change, negative = inhibition, hits mostly inhibitors; 580,000 compounds, 1.1% hits; also: potency is read from the fitted curve at half-maximal effect; % is scaled to controls: 0 for no effect and ±100 for the full control effect
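Hydroperoxide product was detected by ferrous iron/xylenol orange as the 573 to 405 nm absorbance ratio. Arachidonic acid at 40 uM (final) was turned over for 30 min at room temperature by 150 nM human 12hLO, pH 7.0 Hepes buffer, after 15 min compound preincubation.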
BAZ2B block = inhibitors of human BAZ2B bromodomain | Potency, µM (top dose mostly 114 µM), without a hit: at the top dose activity change, negative = inhibition, most hits filed as inhibitors | 360,000 compounds, 4.4% hits | Q9UIF8 | AlphaScreen BAZ2B-H3K14Ac peptide displacement | AID 504333; also: potency is read from the fitted curve at half-maximal effect; % is scaled to controls: 0 for no effect and ±100 for the full control effect; nearly all actives have a fitted effect of over 60% in size
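BAZ2B 50 nM plus b-H3(5-23)K14Ac 50 nM, PBS pH 7.4/0.01% Tween-20, 30 min RT; compound added (max 110 uM), 30 min RT; streptavidin donor/Ni-chelate acceptor beads 10 ug/mL final, 20 min dark; AlphaScreen read.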
JMJD2A Tudor inh = inhibitors of human JMJD2A Tudor domain | O75164 | AlphaScreen JMJD2A-Tudor / H3K4me3 peptide binding | Potency, µM (titrated, usually from 114 µM), without a hit: top-dose activity change, negative = inhibition, actives largely listed as inhibitors | 390,000 compounds, 4.4% hits | AID 504339; also: potency is read from the fitted curve at half-maximal effect; % is scaled to controls: 0 for no effect and ±100 for the full control effect; nearly all actives have a fitted effect of over 50% in size
Target sequence (O75164 whole entry, looked up, the tested form may be a part): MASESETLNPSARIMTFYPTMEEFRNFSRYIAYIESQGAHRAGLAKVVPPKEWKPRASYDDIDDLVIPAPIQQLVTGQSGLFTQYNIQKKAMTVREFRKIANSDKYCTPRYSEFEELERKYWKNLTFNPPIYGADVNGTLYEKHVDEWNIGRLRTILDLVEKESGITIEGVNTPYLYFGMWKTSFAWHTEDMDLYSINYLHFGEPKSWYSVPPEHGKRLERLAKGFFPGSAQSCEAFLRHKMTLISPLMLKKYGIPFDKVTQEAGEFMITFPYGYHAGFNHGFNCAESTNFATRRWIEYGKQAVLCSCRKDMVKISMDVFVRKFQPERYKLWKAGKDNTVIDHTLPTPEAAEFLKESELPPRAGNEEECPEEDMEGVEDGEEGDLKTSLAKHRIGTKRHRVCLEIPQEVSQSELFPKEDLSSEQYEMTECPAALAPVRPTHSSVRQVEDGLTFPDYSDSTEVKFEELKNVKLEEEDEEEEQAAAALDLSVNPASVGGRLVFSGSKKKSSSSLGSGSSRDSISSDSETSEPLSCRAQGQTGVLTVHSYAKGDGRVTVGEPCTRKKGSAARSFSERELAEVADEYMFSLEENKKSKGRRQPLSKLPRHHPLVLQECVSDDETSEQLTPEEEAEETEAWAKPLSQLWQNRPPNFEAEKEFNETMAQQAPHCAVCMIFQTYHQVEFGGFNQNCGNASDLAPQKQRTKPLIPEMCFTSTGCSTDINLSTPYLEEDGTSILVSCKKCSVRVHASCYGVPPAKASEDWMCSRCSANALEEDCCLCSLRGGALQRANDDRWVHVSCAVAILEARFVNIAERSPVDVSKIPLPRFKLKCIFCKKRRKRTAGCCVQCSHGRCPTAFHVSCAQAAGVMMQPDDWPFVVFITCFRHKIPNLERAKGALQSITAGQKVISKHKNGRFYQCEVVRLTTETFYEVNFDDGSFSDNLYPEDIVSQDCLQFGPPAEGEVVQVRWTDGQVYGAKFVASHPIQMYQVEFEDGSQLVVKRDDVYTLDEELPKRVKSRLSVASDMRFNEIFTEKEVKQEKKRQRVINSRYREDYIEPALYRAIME
Active calls of the source: *; ? = inconclusive; . = no result given; & = joins results of further samples; [ ] = dose if it differs, or a comment. Unless noted, calls follow the shape of the dose curve; as a rule, active = well fitted curve in the direction sought with a large enough effect; inconclusive = small, poorly fitted or top-dose-only effect, or another doubt; inactive = no such curve, though single readings can be large; an effect the other way counts as inactive or inconclusive. Only part of the results is shown, so the mix of outcomes need not match the whole.

1) COc1ccc(OCCCC(=O)OC(C)C(=O)Nc2ccc(NC(C)=O)cc2)cc1 (stereo not drawn)
2) COc1ccc(-c2nnc(SCc3c(C)noc3C)n2N)cc1OC
3) COc1ccc(OC)c(NC(=O)CCCc2nnc3n(C(C)C)c(=O)c4sccc4n23)c1
4) CCOC(=O)c1ccc(CN(Cc2ccc(Cl)cc2Cl)S(=O)(=O)c2ccc(F)c(C)c2)cc1
5) O=C(COC(=O)c1cccnc1Cl)c1ccc(OC(F)F)cc1
6) COc1ccc(CN2C(=NC(=O)c3ccccc3)SC3CS(=O)(=O)CC32)cc1OC (stereo not drawn)
Screen / compound no.	1	2	3	4	5	6
PI4K2A inh	2	4	-2	6	-4	0
GLS inhibitor	0%	0%	1%	8%	71%[activator]	0%
G9a block	39%	13%	-2%[59 µM]	19%[59 µM]	21%	5%
ERG Ets-DNA blk	4%	1%	0%	6%	-16%	7%
RGS4 inhibitor	7%	-13%	12%	2%	3%	16%[11.4 µM]
HP1b binding inh	7%	29%	63%[activator]	64%[activator]	39%[activator]	19%
12-LOX inh	3%	8%	-18%	-12%	-5%	16%
BAZ2B block	-17%	6%[57.1 µM]	-5%	12%	8%	-2%
JMJD2A Tudor inh	-9%	-13%	7%	13%	10%	-6%

Some entries already given, limited to ERG Ets-DNA blk, GLS inhibitor and 12-LOX inh:
no.	Compound	ERG Ets-DNA blk	GLS inhibitor	12-LOX inh
2	COc1ccc(-c2nnc(SCc3c(C)noc3C)n2N)cc1OC	1%	0%	8%
3	COc1ccc(OC)c(NC(=O)CCCc2nnc3n(C(C)C)c(=O)c4sccc4n23)c1	0%	1%	-18%

More results.
7) CCC1C(=O)CC(c2ccccc2)NC1c1ccccc1 (stereo not drawn)
8) Cc1ccc(S(=O)(=O)N2CCCCC2)cc1NC(=O)c1ccncc1
9) Cc1cc(OCC(=O)NCCCN2CCOCC2)c2c(C)c(C)c(=O)oc2c1
10) N/C(=N\N=C\c1ccc(O)cc1)c1nonc1N
11) Cc1ccc(S(=O)(=O)C2(C(=O)Nc3ccc(C)c(Cl)c3)CC2)cc1
12) CC(=O)Nc1ccc(S(=O)(=O)N2CCN(S(=O)(=O)N3CCCCC3)CC2)cc1
Screen / compound no.	7	8	9	10	11	12
PI4K2A inh	1	-1	-1	-29	1	4
GLS inhibitor	-11%	3%	14%	13%	2%	-4%
G9a block	.	-20%	-9%	20%	10%[59 µM]	-29%
ERG Ets-DNA blk	-1%	4%	-5%	2%	0%	10%
RGS4 inhibitor	11%	0%	9%	3%	6%	-27%
HP1b binding inh	42%[activator]	11%	34%[activator]	23%	55%[activator]	29%
12-LOX inh	-8%	-1%	12%&-3%	1%	?	-2%
BAZ2B block	5%	0%	-2%	16%	32%	14%
JMJD2A Tudor inh	29%	-11%	-17%	-9%	29%	6%

13) Cc1cc(Oc2nc3ccccn3c(=O)c2/C=C(\C#N)c2nc3ccccc3s2)ccc1Cl
14) CCOc1ccc(C(=O)Nc2nnc(SCc3cc(=O)n4ccccc4n3)s2)cc1
15) Nc1nonc1C(=O)NCCNC(=O)c1cccc(Cl)c1
16) Cc1cc(OC(C)C(=O)NNC(=O)Nc2ccc(F)cc2F)cc(C)c1Cl (stereo not drawn)
17) CC(=O)Oc1ccc(-c2nc3c(C)cccc3c(=O)o2)cc1
18) CCCCC(=O)Nc1ccc(C(=O)NNC(=O)c2ccco2)cc1
Screen / compound no.	13	14	15	16	17	18
PI4K2A inh	-1	-5	4	0	0	-2
GLS inhibitor	6%	5%	-2%	-8%	1%	0%
G9a block	10µM*	9%[59 µM]	11%	54%[activator]	20%[0.501 µM]	1%
ERG Ets-DNA blk	-2%	-7%	2%	3%	4%	.
RGS4 inhibitor	-48%	5%	-6%	13%	-38%	6%
HP1b binding inh	38%	22%[57 µM]	47%[activator]	49%[activator]	64%[activator]	4%
12-LOX inh	?	-13%	?	1%	33%[activator]	5%
BAZ2B block	-2%	13%	3%	-16%	11%	1%
JMJD2A Tudor inh	-18%	7%	-11%	-8%	-6%	-13%

19) Cc1ccc(C)c(S(=O)(=O)N2CCN(C(=O)c3ccnn3C)CC2)c1
20) CN(CC(=O)Nc1ccccc1N1CCOCC1)S(=O)(=O)c1ccc(Cl)cc1
21) CCOC(=O)n1c(=O)n(Cc2ccccc2C)c2ccccc21
22) CC(Sc1nc2ccccc2c(=O)[nH]1)C(=O)O (stereo not drawn)
23) CCOC(=O)c1c(N)nn(C(=O)CC)c1-c1ccccc1
24) COCCN(CCOc1cc(C)cc(C)c1)Cc1ccc(Cl)cc1
Screen / compound no.	19	20	21	22	23	24
PI4K2A inh	-1	6	4	5	2	11
GLS inhibitor	-4%	-11%	9%	-3%	-1%	0%
G9a block	39%	-13%[59 µM]	16%	3.2µM*	2%[59 µM]	137%[activator]
ERG Ets-DNA blk	11%	-1%	21%	0%	-1%	1%
RGS4 inhibitor	-5%	-47%	10%	3%	-15%[11.4 µM]	14%
HP1b binding inh	38%	30%	29%	13%	5%	97%[activator]
12-LOX inh	11%	28%	-21%	?	1%	7%
BAZ2B block	-4%	2%	-1%	-7%	20%	100%[activator]
JMJD2A Tudor inh	-12%	1%	5%	-8%	2%[57.1 µM]	44%[activator]

25) O=C(CSCC(=O)N1CCOCC1)Nc1nc(-c2ccccc2)cs1
26) COc1ccc(N(C(=O)c2ccccc2)S(=O)(=O)c2ccc3c(c2)n(C)c(=O)n3C)cc1
27) O=C(Nc1ccc2c(c1)OCCO2)c1c[nH]c(=O)n(-c2ccc(F)c(Cl)c2)c1=O
28) COc1ccccc1C(=O)COC(=O)c1ccc(-n2cnnn2)cc1
29) O=c1sc(N2CCN(c3ccccc3F)CC2)nc2ccsc12
30) Cc1ccc(C(=O)NN=CC(=O)c2ccccc2)c(C)c1
Screen / compound no.	25	26	27	28	29	30
PI4K2A inh	-1	-3	-4	1	1	-5
GLS inhibitor	7%	-3%	10%	-3%	-2%	0%
G9a block	-2%	0%[59 µM]	22%	-8%	58%[activator][59 µM]	.
ERG Ets-DNA blk	0%	5%	5%	7%	1%	1%
RGS4 inhibitor	12%	1%	8%	8%	-10%	23%
HP1b binding inh	25%	7%	17%	16%	161%[activator]	33%
12-LOX inh	-7%	-26%	8%	0%	47%[activator]	5%
BAZ2B block	1%	-36%	-18%	4%	51%[activator]	.
JMJD2A Tudor inh	-9%	-26%	-15%	-7%	93%[activator]	-14%

31) CC(=O)Nc1ccc(S(=O)(=O)NCC2CCC(C(=O)N3CCCCC3)CC2)cc1 (stereo not drawn)
32) Cc1csc(SCC(=O)N(C)CC(=O)Nc2ccccc2Cl)n1
33) CCOc1ccc(C(=O)Nc2c(C(=O)Nc3ccccc3F)oc3ccccc23)cc1OCC
34) O=C(NNC(=S)NCC1CCCO1)c1ccc(S(=O)(=O)N2CCOCC2)cc1 (stereo not drawn)
35) CSc1snnc1-c1ccccc1
36) Cc1ccccc1Nc1ncnc(N)n1
Screen / compound no.	31	32	33	34	35	36
PI4K2A inh	-2	15	4	-2	8	-7
GLS inhibitor	6%	-13%	6%	?	2%	90%[activator]
G9a block	23%	-1%[59 µM]	-11%[59 µM]	-9%	12%	0%
ERG Ets-DNA blk	-16%	-9%	-4%	-4%	-4%	3%
RGS4 inhibitor	-3%	1%	9%	-2%	29%	-5%
HP1b binding inh	20%	42%[activator]	28%	21%	29%	37%
12-LOX inh	-15%	2%	-4%	12%	8%	-5%
BAZ2B block	-2%	4%	-15%	-15%	15%	-1%
JMJD2A Tudor inh	-3%	-6%	-6%	-22%	14%	-3%

Copied from above (four entries):
33) CCOc1ccc(C(=O)Nc2c(C(=O)Nc3ccccc3F)oc3ccccc23)cc1OCC
34) O=C(NNC(=S)NCC1CCCO1)c1ccc(S(=O)(=O)N2CCOCC2)cc1 (stereo not drawn)
35) CSc1snnc1-c1ccccc1
36) Cc1ccccc1Nc1ncnc(N)n1
Screen / compound no.	33	34	35	36
PI4K2A inh	4	-2	8	-7
GLS inhibitor	6%	?	2%	90%[activator]
G9a block	-11%[59 µM]	-9%	12%	0%
ERG Ets-DNA blk	-4%	-4%	-4%	3%
RGS4 inhibitor	9%	-2%	29%	-5%
HP1b binding inh	28%	21%	29%	37%
12-LOX inh	-4%	12%	8%	-5%
BAZ2B block	-15%	-15%	15%	-1%
JMJD2A Tudor inh	-6%	-22%	14%	-3%

(list continues)
37) CC1CCN(c2nc3ccc(C(=O)N4CCN(Cc5ccccc5)CC4)cc3s2)CC1
38) S=C(NCCc1ccccc1)N1CCOCC1
39) CC(C)C(=O)Nc1nnc(-c2ccco2)s1
40) CCN(CC)c1ccc(NS(=O)(=O)c2ccc3c(c2)CCCN3C(C)=O)c(C)c1
Screen / compound no.	37	38	39	40
PI4K2A inh	-3	10	2	1
GLS inhibitor	-7%	-3%	-4%	48%[activator]
G9a block	71µM*	43%	4%[59 µM]	11µM*
ERG Ets-DNA blk	-9%	-3%	1%	3%
RGS4 inhibitor	31%	19%	-2%	-24%
HP1b binding inh	2%	14%	24%	-5%[57 µM]
12-LOX inh	18%	5%	-5%	3%
BAZ2B block	-9%	0%	-8%	40µM*
JMJD2A Tudor inh	?	-8%	-6%	50µM*
